Bioassay records as filed in PubChem.
APEX1 inh: blocks human APE1 abasic DNA cleavage; P27695; recombinant APE1, TAMRA/BHQ-2 abasic DNA cleavage fluorescence; Potency, µM (highest dose often 65.8 µM), for inactives: top-dose activity change, negative = inhibition, actives largely listed as inhibitors; 350,000 tested, 0.35% active;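 further: plate controls were vehicle for no effect and reference inhibitor for full effect; nearly all actives have a fitted effect of over 55% in size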
Target sequence (P27695 whole entry, looked up): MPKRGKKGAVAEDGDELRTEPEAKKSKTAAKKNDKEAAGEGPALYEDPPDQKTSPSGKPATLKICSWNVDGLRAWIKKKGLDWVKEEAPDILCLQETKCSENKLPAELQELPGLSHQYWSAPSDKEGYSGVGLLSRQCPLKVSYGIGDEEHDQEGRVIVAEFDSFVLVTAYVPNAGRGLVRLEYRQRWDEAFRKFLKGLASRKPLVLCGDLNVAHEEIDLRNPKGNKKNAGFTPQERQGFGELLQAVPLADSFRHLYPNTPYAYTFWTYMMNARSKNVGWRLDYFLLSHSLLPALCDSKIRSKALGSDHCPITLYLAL
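APE1 at 0.75 nM preincubated 15 min at room temperature with compound. Reaction then started with 50 nM double-stranded THF-abasic substrate labelled with TAMRA/BHQ-2, and 525/598 nm fluorescence read kinetically. Activity taken as third-minus-first read difference, normalized to DMSO and NSC13755 controls.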
Pol beta inh: blocks human DNA polymerase beta activity | P06746 | Pol beta primer extension/strand displacement, fluorescence kinetic | Potency, µM (top dose mostly 114 µM), for the others: at the highest dose activity change, negative = inhibition, hits mostly inhibitors | 340,000 tested, 1.3% active; further: on the % scale 0 is the no-effect control and ±100 the full control effect
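Homogeneous kinetic assay of primer extension and strand displacement by 10 nM Pol beta, preincubated 15 min at room temperature with compound before 50 nM substrate (final) was added. Read at 0 and 10 min; four-parameter Hill fit.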
BLM helicase inh: Bloom syndrome helicase (human) inhibition; P54132; recombinant BLM DNA unwinding, fluorescence dequenching; Potency, µM (highest dose often 56.1 µM), inactives show at the highest dose activity change, negative = inhibition, usual class: inhibitors; 350,000 tested, 0.2% active;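 further: plate controls were vehicle for no effect and no enzyme for full effect; nearly all actives have a fitted effect of over 35% in size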
G9a inh: G9a (human) methyltransferase inhibition | 350,000 tested, 8.8% active | Q96KQ7 | Potency, µM (top dose mostly 102 µM), for the others: at the top dose activity, negative = inhibition, actives largely listed as inhibitors | G9a H3K9 monomethylation, AlphaScreen, 2 h; further: on the % scale 0 is the no-effect control and ±100 the full control effect; nearly all actives have a fitted effect of over 75% in size
Target sequence (Q96KQ7 913-1193 limits assumed): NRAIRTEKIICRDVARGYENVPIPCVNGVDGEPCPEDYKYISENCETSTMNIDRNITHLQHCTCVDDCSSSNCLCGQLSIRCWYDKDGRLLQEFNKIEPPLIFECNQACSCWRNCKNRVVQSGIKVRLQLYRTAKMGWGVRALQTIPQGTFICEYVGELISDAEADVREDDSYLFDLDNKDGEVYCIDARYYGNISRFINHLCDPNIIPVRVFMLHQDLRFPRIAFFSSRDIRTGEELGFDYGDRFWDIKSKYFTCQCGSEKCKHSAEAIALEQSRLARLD
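AlphaScreen detection with an anti-monomethyl H3K9 antibody quantified product after a 2 h room-temperature reaction containing 500 nM biotinylated H3K9 peptide, 20 µM SAM and 20 nM enzyme, which had been preincubated 15 min with compound.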
Pol eta inh: DNA polymerase eta (human) inhibition. Q9Y253. recombinant Pol eta, fluorescent DNA replication assay. Potency, µM (titrated, usually from 114 µM), without a hit: at the highest dose activity change, negative = inhibition, actives largely listed as inhibitors. 390,000 tested, 1.2% active; further: on the % scale 0 is the no-effect control and ±100 the full control effect
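Pol eta (10 nM) was preincubated with compounds for 15 min at room temperature, after which fluorescent replication substrate (50 nM final) was added to start the reaction. Fluorescence was read kinetically at 0 and 10 min.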
BAZ2B inh: inhibitors of human BAZ2B bromodomain. Q9UIF8. AlphaScreen BAZ2B-H3K14Ac peptide displacement. Potency, µM (top dose mostly 114 µM), for the others: top-dose activity change, negative = inhibition, usual class: inhibitors. 360,000 tested, 4.4% active. AID 504333; further: on the % scale 0 is the no-effect control and ±100 the full control effect; nearly all actives have a fitted effect of over 60% in size
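Compounds, titrated to a top concentration of 110 uM, were incubated 30 min at room temperature with preformed BAZ2B/acetyl-K14 H3 peptide complex (50 nM each). Proximity signal was measured by AlphaScreen after 20 min with beads.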
Pol iota inh: inhibitors of human DNA polymerase iota | Q9UNA4 | Potency, µM (top dose mostly 115 µM), for inactives: at the top dose activity, negative = inhibition, most hits filed as inhibitors | 390,000 tested, 1% active | Pol iota fluorescent replication assay, 10 min
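Fluorescent replication assay read twice, at 0 min and 10 min after adding 50 nM (final) substrate. Enzyme (10 nM) and compounds were first incubated 15 min at room temperature; enzyme-free buffer wells were negative controls.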
Anesthetic bind: binds horse apoferritin like a general anesthetic; apoferritin/1-aminoanthracene competitive binding, fluorescence; Potency, µM (titrated, usually from 77.5 µM), for the others: top-dose activity change, negative = displacement, hits mostly inhibitors; AID 485281; P02791; 350,000 tested, 0.074% active; further: on the % scale 0 is the no-effect control and ±100 the full control effect; nearly all actives have a fitted effect of over 20% in size
Target sequence (P02791 2-175 limits assumed): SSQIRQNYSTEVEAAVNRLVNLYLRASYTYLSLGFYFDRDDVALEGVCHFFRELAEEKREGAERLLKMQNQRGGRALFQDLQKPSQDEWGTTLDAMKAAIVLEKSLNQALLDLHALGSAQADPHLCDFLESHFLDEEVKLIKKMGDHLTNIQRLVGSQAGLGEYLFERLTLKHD
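Steps: apoferritin (10 uM) was premixed with half-saturated 1-AMA in PBS, compounds were pin-transferred, plates stood 10 min at room temperature, fluorescence was read at 380/535 nm, and curves were fitted with a Hill equation.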
POLK inh: inhibitors of human DNA polymerase kappa. purified Pol kappa, fluorescent DNA synthesis assay, 10 min. 400,000 tested, 0.53% active. Potency, µM (highest dose often 107 µM), for the others: at the top dose activity, negative = inhibition, actives largely listed as inhibitors; further: on the % scale 0 is the no-effect control and ±100 the full control effect
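Kinetic fluorescence screen: compound preincubated 15 min RT with 10 nM enzyme; 50 nM substrate (final) initiates; reads at 0/10 min.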
Numbers without * were called inactive; ? = inconclusive; . = not tested or not shown; [ ] = remark or other dose. The call rests on the fitted dose curve; in most records, active means well fitted curve in the direction sought with a large enough effect; inconclusive means small, poorly fitted or top-dose-only effect, or another doubt; inactive means no such curve, though single readings can be large; an effect the other way counts as inactive or inconclusive. Potency means the concentration at half of the fitted maximal effect. A portion of the library; rates above refer to the full screens.

Preview (four entries):
SMILES | APEX1 inh | Pol beta inh | BLM helicase inh | G9a inh | Pol eta inh | BAZ2B inh | Pol iota inh | Anesthetic bind | POLK inh
CCN(CC)S(=O)(=O)c1cccc(-c2n[nH]c(=S)n2C(C)COC)c1 (centres undefined) | -2% | 15% | 5% | 10µM* | -20% | 13% | 132%[activator] | -1% | -2%
CCN(CC)c1ccc(/C=N/Nc2ccc(C)cc2)c(O)c1 | -1% | -13% | -4% | 1.8µM* | -15% | 45µM* | -3% | -6% | -11%
CC(C)(C)CC(=O)Nc1cccc2c1CCCC2 | -2% | -9% | -2% | -9%[12.7 µM] | -5% | -3% | 2% | ? | -3%
O=C(CCn1c(=O)[nH]c2ccccc2c1=O)N1CCN(c2ccc(Cl)cc2)CC1 | -2% | -23% | -2% | 9%[59 µM] | 3% | 0% | 22% | -16% | 5%

Results, previewed entries included:
SMILES | APEX1 inh | Pol beta inh | BLM helicase inh | G9a inh | Pol eta inh | BAZ2B inh | Pol iota inh | Anesthetic bind | POLK inh
CCN(CC)S(=O)(=O)c1cccc(-c2n[nH]c(=S)n2C(C)COC)c1 (centres undefined) | -2% | 15% | 5% | 10µM* | -20% | 13% | 132%[activator] | -1% | -2%
CCN(CC)c1ccc(/C=N/Nc2ccc(C)cc2)c(O)c1 | -1% | -13% | -4% | 1.8µM* | -15% | 45µM* | -3% | -6% | -11%
CC(C)(C)CC(=O)Nc1cccc2c1CCCC2 | -2% | -9% | -2% | -9%[12.7 µM] | -5% | -3% | 2% | ? | -3%
O=C(CCn1c(=O)[nH]c2ccccc2c1=O)N1CCN(c2ccc(Cl)cc2)CC1 | -2% | -23% | -2% | 9%[59 µM] | 3% | 0% | 22% | -16% | 5%
O=C(OCC(=O)N1CCc2ccccc2C1)c1ccc(Cl)c([N+](=O)[O-])c1 | -7% | . | . | -7%[12.7 µM] | -9% | -33% | -4% | . | -17%
CC(C)c1cc(C(=O)N/N=C/c2c[nH]c3ccccc23)n[nH]1 | 12% | -1% | -4% | . | 4% | -2% | 32% | -1% | 6%
COC(=O)NCc1ccc(CNC(=O)OC)cc1 | -2% | 5% | 0% | 44%[12.7 µM] | 2% | -3% | 1% | -15% | -3%
CCCOc1ccc(CN(CCO)CCO)cc1C(=O)OC | 2% | -1% | 1% | -15% | -4% | 9% | -8% | -5% | -18%
CCN=C1SC(CC(=O)Nc2ccc(C(F)(F)F)cc2)C(=O)N1CC (centres undefined) | 10% | 39% | -4% | 1%[59 µM] | -5% | 3% | 9% | -18% | -4%[60.1 µM]
Cc1ccc(C)c(N(CC(=O)NN=C2CCCCCCC2)S(C)(=O)=O)c1 | -2% | 9% | 0% | -4%[59 µM] | -13% | -4% | 0% | ? | -23%
COc1ccccc1NC(=S)NNC(=O)c1ccc(O)cc1 | 3% | -1% | 0% | -3%[12.7 µM] | -13% | 0% | 4% | -8% | -14%
CC(CC(=O)NCCc1ccc(F)cc1)c1ccccc1 (centres undefined) | 15% | ? | -2% | 34% | -17% | 4% | 12% | -8% | 4%
COc1ccc(Cl)cc1NC(=O)CN(C)C(=O)c1ccc(-n2cncn2)cc1 | 5% | . | . | . | -6% | . | 52%[activator] | . | 6%
CC(=O)c1cc(-c2ccccc2)n(CCC(=O)Nc2ccc(C)cc2C)c1C | . | -1% | -1% | 3%[59 µM] | 9% | -4% | 5% | 14% | -11%[60.1 µM]
Nc1nc(COC(=O)C2CC(=O)N(Cc3ccccc3Cl)C2)nc(Nc2ccccc2)n1 (centres undefined) | 16% | . | . | 2%[59 µM] | 0% | -5% | 23% | . | -9%
COc1ccccc1NC(=S)NCc1ccccn1 | 0% | 8% | -2% | ? | -3% | 1% | 59%[activator] | -10% | -12%
Cc1ccc(NC(=O)COC(=O)c2cccc3c2C(=O)c2ccccc2C3=O)c(C)c1 | 3% | -27% | -7% | -9%[59 µM] | -11% | ? | 25% | -4% | -6%
C[C@]12c3[nH]c4ccc(Cl)cc4c3CCN1C(=O)[C@@H](CC(=O)NCc1ccco1)C[C@@H]2C(=O)N1CCCCC1 | -11% | . | . | . | -10% | . | 2% | . | -2%
NC(=O)COC(=O)c1cc(S(=O)(=O)N2CCN(c3ccccc3)CC2)ccc1Cl | 2% | 1% | -6% | -23% | -5% | . | -2% | -14% | -1%
O=C(COC(=O)C1CCN(S(=O)(=O)c2ccc(Cl)c(C(F)(F)F)c2)CC1)NCc1ccco1 | -5% | . | . | -3% | -1% | 12% | 6% | . | -17%
CCCSc1nc2c(c(=O)[nH]c(=O)n2C)n1CCc1ccccc1 | 0% | 5% | 2% | 0% | -14% | 26% | -10% | -15% | -7%
COc1ccc(-c2noc(CSc3nc(-c4ccccc4)cc(=O)[nH]3)n2)cc1OC | -5% | 4% | -4% | -18%[12.7 µM] | 3% | -7% | 7% | -5% | 2%
O=C(CCCCCCCCCCCCC1CCCC1)Nc1ccc(S(=O)(=O)c2ccc(NC(=O)CCCCCCCCCCCCC3CCCC3)cc2)cc1 | -6% | . | -15% | -9%[2.33 µM] | . | . | . | 2% | 1%[19.4 µM]
COc1cc(/C=c2\sc3n(c2=O)C(c2ccccc2)C(c2ccccc2)=NN=3)ccc1O (centres undefined) | -9% | 7% | -8% | ? | -1% | -34% | -8% | -23% | -11%
Cc1ccc(NC(=O)NNC(=O)c2snnc2C)cc1 | 13% | 0% | -5% | 4% | -15% | -4% | -11% | -4% | -14%
O=C(O)CC1(CC(=O)Nc2ccc(C(F)(F)F)cc2)CCCC1 | 32% | 9% | -5% | 6% | -11% | -6% | 28% | -10% | 0%
Fc1ccc(Nc2nnc(C(F)(F)F)s2)cc1Cl | 0% | 3% | -7% | -32% | -15% | 8% | 54%[activator] | -14% | -11%
O=C(/C=C/c1ccc(OC(F)F)cc1)Nc1cccc(S(=O)(=O)NC2=NCCCCC2)c1 | -7% | -1% | -8% | 14% | -27% | -21% | 15% | -21% | -9%
Cc1ccc(-c2noc(=O)n2CC(=O)c2ccc(Cl)cc2)cc1 | 1% | 27% | -3% | . | -15% | 3% | 36%[activator] | -14% | 9%
C#CCOCCOCCOCCNc1nc(N2CCN(C(=O)[C@H](CCC(=O)O)n3cc(C(N)Cc4ccc(O)cc4)nn3)CC2)nc(N2CCN(C(=O)[C@H](CCC(=O)O)n3cc(C(N)CC(C)C)nn3)CC2)n1 (some centres undefined) | -8% | -19% | 2% | ? | -13% | 50µM* | ? | 0% | -9%
N#Cc1ccc(OCC(=O)Nc2ccncc2)cc1 | 58%[activator] | -6% | -3% | 50µM* | -5% | -11% | -25% | 6% | 0%
Cc1onc(-c2c(Cl)cccc2Cl)c1C(=O)N1CCN(Cc2ccccc2)CC1 | 85%[activator] | 8% | -2% | -41%[12.7 µM] | 6% | -13% | 40%[activator] | -6% | -8%
CCOC(=O)c1n[nH]n2c1nc(=O)c1ccccc12 | 22% | 2% | -1% | 2% | -9% | ? | 2% | -1% | -7%
O=C(COC(=O)c1cccnc1Cl)NC12CC3CC(CC(C3)C1)C2 | -16% | . | . | . | -18% | . | 7% | . | -5%
N#Cc1ccc(-c2ccc(F)cc2)nc1Oc1ccccc1 | -1% | -1% | -1% | 22% | -16% | 4% | 17% | 0% | -1%
COc1ccc(OC)c(-n2c(-c3ccc(S(C)(=O)=O)cc3)cc(C=O)c2C)c1 | 1% | 0% | -1% | ? | -17% | ? | 5% | -22% | -1%
COCCNC(=S)NCc1cccs1 | 4% | 20% | 0% | 28µM* | -3% | -5% | -13% | -7% | -7%
O=C(NCc1ccccn1)c1cccc(NS(=O)(=O)c2ccccc2F)c1 | 7% | 0% | -2% | 13%[59 µM] | -5% | -22% | 155%[activator] | ? | -8%
O=[N+]([O-])c1ccccc1S(=O)(=O)NCCSCc1ccco1 | -19% | . | . | 8%[2.33 µM] | -7% | ? | ? | . | -17%
COc1ccc(OCCCC(=O)NCC(C)C)cc1 | 14% | -3% | -1% | 0%[59 µM] | -5% | 13% | 13% | -2% | -3%
COc1ccc(CCNC(=O)C2CCCN(S(=O)(=O)c3cnc[nH]3)C2)cc1OC (centres undefined) | -6% | 6% | 0% | 5% | -14% | 9% | -3% | 0% | 17%
COc1ccc(C(=O)NCc2oc(-c3ccccc3)cc2C(=O)O)cc1 | -2% | 24% | -2% | ? | -10% | -6% | 5% | 1% | -30%
CC1CCN(C(=O)CCN2C(=O)C3C4C=CC(C4)C3C2=O)CC1 (centres undefined) | 38% | 6% | -2% | -2% | 1% | -19% | 33%[activator] | 3% | -4%
COc1ccc2nccc(C(N)=O)c2c1 | 2% | 3% | 2% | -3% | -11% | 2% | 2% | 35%[activator] | 3%
CC1CCc2cc(F)ccc2N1C(=O)CCC(=O)O (centres undefined) | -4% | -1% | 1% | 18%[59 µM] | -15% | -6% | 17% | -2% | 1%
CCOC(=O)c1sc(NC(=S)NC(=O)C2CC2)cc1C | -1% | -3%[57.1 µM] | -8% | -42% | -22% | 1% | 21% | -7% | -19%
COC(=O)c1cn(C(=O)c2ccccc2Cl)c2ccccc12 | -1% | -2% | -8% | 59%[activator] | -14% | 22% | -11% | -10% | -2%
COc1cc(C(=O)NNC(=O)/C=C/c2ccccc2)cc(OC)c1OC | 12% | . | . | . | 2% | . | 6% | . | -23%
Cc1cc(C)cc(NC(=O)Cn2c(=O)n(Cc3ccco3)c(=O)c3oc4ccccc4c32)c1 | . | 6% | -3% | 1%[59 µM] | -11% | -20% | 21% | -6% | 2%
COc1ccc(C)cc1NC(=O)c1cc2ccccn2n1 | . | -1% | -2% | 7%[59 µM] | -7% | 6% | 10% | -13% | 30%
CC(=O)c1c(C)nc(-c2ccc(OCC(=O)Nc3ccccc3)cc2)n1O | 12% | 0% | -4% | 83%[activator][59 µM] | -10% | 2% | 0% | -3% | -10%
CCN(CCNC(=O)C1CCCN(c2ncnc3c2nc2n3CCCCC2)C1)Cc1ccccc1 (centres undefined) | 45%[activator] | -11% | -10% | 19% | -8% | -14% | -27% | -9% | -17%
CCO[C@@H]1OC(C(=O)O)=C[C@H](c2csc3ccccc23)[C@H]1CCCO | 4% | ? | 1% | . | -2% | -21% | -19% | -2% | 0%
O=C(Nc1ccccc1F)n1ncc2cc(Cl)ccc21 | -3% | 36% | -1% | 25%[0.501 µM] | -6% | 0% | -24% | -4% | -5%
